# Screening data deposited in PubChem BioAssay by several laboratories.
# NR1D1 modulator = modulators of human Rev-erb alpha DNA binding; P20393; activity, % at 10 µM; Rev-erbα–FITC-DNA binding, fluorescence polarization, 90 min; actives 0.79% (n = 370,000);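 active = activity above about 14%, limit read from the data; passing the limit was not always enough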;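 note: 0% = DMSO wells with 35 nM protein and 100% = DMSO wells with 750 nM protein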
# rCAG RNA binder = molecules binding r(CAG) RNA repeats; r(CAG) RNA repeat, TO-PRO-1 dye displacement fluorescence; inhibition, % at 3 µM; actives 1.3% (n = 370,000); AID 651821;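 active = inhibition above the plate cutoff, the mean of all test compounds on that plate plus 3 SD, cut at about 35% in these data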;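 note: 0% = DMSO alone and 100% = 100 µM mitoxantrone as full dye displacement; higher means more dye released from RNA so lower well fluorescence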
# ASAP1 inh = ASAP1 ArfGAP inhibition | actives 0.19% (n = 360,000) | inhibition, % at 16.5 µM | AID 624377 | ASAP1-stimulated ARF1 GTP hydrolysis, GDP FP detection; in the data active = inhibition above about 25%;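 note: 0% = vehicle with enzyme and substrate and 100% = no enzyme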
# PG9 Ab binder = small molecules binding HIV-1 gp120 antibody PG9. AID 624416. actives 0.43% (n = 360,000). TR-FRET gp120-PG9 antibody binding. inhibition, % at 6.7 µM; in the data active = inhibition above about 8.5%
# SMARCA2 activ = SMARCA2 function activation, primary screen. MG213 cells, MMTV-luciferase reporter, dexamethasone, overnight. activation, % at 9.1 µM. actives 1% (n = 370,000). AID 652017; in the data active = activation above about 7.8%;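 note: 0% = vehicle wells and 100% = reference activator wells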
# ABHD4 inh = inhibitors of mouse ABHD4 | Q8VD66 | purified mABHD4, FP-Rh probe fluorescence polarization | inhibition, % at 8.92 µM | actives 0.54% (n = 370,000);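 active = inhibition exceeding the mean over every tested compound plus 3 SD, cut at about 30% in these data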;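 note: 0% = plate median of compound wells and 100% = S159A mutant with DMSO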
# Target sequence (Q8VD66 whole entry, looked up): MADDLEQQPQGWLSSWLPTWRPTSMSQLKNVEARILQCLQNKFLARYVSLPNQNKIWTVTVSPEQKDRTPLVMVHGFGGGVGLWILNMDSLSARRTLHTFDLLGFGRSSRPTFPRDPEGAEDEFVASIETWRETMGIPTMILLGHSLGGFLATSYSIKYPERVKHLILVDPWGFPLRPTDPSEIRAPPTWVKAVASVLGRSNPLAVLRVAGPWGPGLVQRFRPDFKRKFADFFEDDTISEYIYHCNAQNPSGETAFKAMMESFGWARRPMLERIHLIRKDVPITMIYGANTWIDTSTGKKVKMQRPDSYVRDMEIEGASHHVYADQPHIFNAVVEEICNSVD
#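 Assay system: mABHD4 protein; medium: HEPES pH 7.0, NaCl, Pluronic buffer; dosing: 8.92 µM, single dose; schedule: 45 min + 60 min at 25 °C; signal: FP readout, ex 525 nm / em 598 nm; read-out: normalized percent inhibition of probe labeling; repeats: single replicate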
# NPR2 activator = GC-B (human) receptor activation; P20594; HEK293-GC-B cells, CNP EC30, cGMP TR-FRET; 0% at EC30 CNP, 100% saturating CNP; activation, % at 10 µM; actives 0.11% (n = 370,000);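 active = activation at 10 µM reaching about 35% in either raw or pattern-adjusted values, limit read from the data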
# HTRA1 inhibitor = inhibitors of human serine peptidase HTRA1. Q92743. recombinant HTRA1, FP-rhodamine activity-based probe, fluorescence polarization. inhibition, % at 5.96 µM. actives 0.5% (n = 340,000); in the data active = inhibition above about 36%;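 note: 0% = enzyme with DMSO and 100% = wells lacking enzyme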
# Target sequence (Q92743 whole entry, looked up): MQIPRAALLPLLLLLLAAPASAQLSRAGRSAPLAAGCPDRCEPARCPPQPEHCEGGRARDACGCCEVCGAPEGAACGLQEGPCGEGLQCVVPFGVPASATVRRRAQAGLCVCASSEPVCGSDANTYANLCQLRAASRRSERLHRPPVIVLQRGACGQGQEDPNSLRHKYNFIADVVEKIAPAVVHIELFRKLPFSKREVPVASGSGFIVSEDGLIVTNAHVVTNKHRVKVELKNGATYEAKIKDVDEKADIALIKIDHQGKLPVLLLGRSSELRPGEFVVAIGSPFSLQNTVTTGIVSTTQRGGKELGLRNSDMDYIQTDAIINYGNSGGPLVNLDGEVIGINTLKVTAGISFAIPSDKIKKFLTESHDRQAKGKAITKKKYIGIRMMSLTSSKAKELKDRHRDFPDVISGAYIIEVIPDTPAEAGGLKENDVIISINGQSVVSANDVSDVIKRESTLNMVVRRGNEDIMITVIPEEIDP
# ARFGAP1 inh = rat ARFGAP1 inhibition. Q62848. actives 0.26% (n = 360,000). Arfgap1-stimulated ARF1 GTP hydrolysis, GDP FP detection. inhibition, % at 16.5 µM. AID 651572;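 active = inhibition above a per-plate limit, mean inhibition of low control wells plus 3 SD, cut at about 25% in these data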;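 note: 0% = DMSO wells with enzyme and 100% = wells lacking Arfgap1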
# Target sequence (Q62848 1-136 limits assumed): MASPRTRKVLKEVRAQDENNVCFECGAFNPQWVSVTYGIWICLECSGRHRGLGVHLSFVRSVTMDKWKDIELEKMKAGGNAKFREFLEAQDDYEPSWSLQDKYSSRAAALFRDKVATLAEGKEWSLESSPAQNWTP
#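 Repeats: one replicate per compound; assay system: rat Arfgap1 catalytic domain, aa 1-136; times: enzyme reaction 120 min at 25 °C after 20 min preincubation; detection: FP of antibody-bound GDP Alexa 633 tracer, ex 620/em 688 nm; benchmarks: high control wells lacking Arfgap1, low control full reaction with DMSO; reagent: human ARF1(Δ1-17)-GTP substrate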
# NPR1 activator = GC-A (human) enzyme activation. HEK293 GC-A cells, cGMP TR-FRET, EC30 ANP; 0% at EC30 ANP, 100% saturating ANP. activation, % at 10 µM. actives 0.14% (n = 370,000); in the data active = activation above about 40%
# * hit, by the source's call; . = not tested or not shown; & = joins results of further samples.
item	structure	ARFGAP1 inh	ABHD4 inh	SMARCA2 activ	HTRA1 inhibitor	NR1D1 modulator	ASAP1 inh	NPR2 activator	rCAG RNA binder	PG9 Ab binder	NPR1 activator
1	O=C1NC(=S)N/C1=C/c1cc([N+](=O)[O-])ccc1O	0	13	-6	10	3	-7	0	3	-5.5	6
2	CC(C(=O)OCC(=O)N1CCN(c2ccccc2)CC1)N1C(=O)c2ccccc2C1=O (stereo unspecified)	-13	-2	-1	1	11	-19	0	0	-1.1	-3
3	CC(C)c1ccc(NC(=O)Nc2nc(C(N)c3ccccc3Cl)cs2)cc1 (stereo unspecified)	-1	6	-2	.	-3	-2	-9	24	-1.7	-23
4	Cc1ccc(/C=C/C(=O)OCC(=O)NC(=O)NCc2ccco2)cc1	-10	-6	1	-10	-1	9	-2	5	-1.2	-1
5	CCCCc1nc(SCC(=O)N2CCOCC2)c2c(=O)n(C)c(=O)n(C)c2n1	12	0	-1	6	-3	-5	-7	-9	-3.6	7
6	N#C/C(=C/c1ccc(O)c(O)c1)c1nc2ccccc2[nH]1	-2	58*	3	65*	5	-3	-7	5	-17	-3
7	COc1ccccc1-c1nnc2sc(-c3cc4ccccc4o3)nn12	5	1	0	-8	4	8	-4	2	-2.1	-4
8	COc1ccc(S(=O)(=O)Nc2ccc(S(=O)(=O)N(C)C)cc2)cc1[N+](=O)[O-]	1	3	-1	2	-1	3	-6	10	1.0	1
9	COc1cc(C2C(C#N)=C(N)Oc3n[nH]c(-c4ccncc4)c32)cc(OC)c1OC (stereo unspecified)	4	4	-1	-2	-3	-3	1	4	-2.3	-1
10	COc1ccc(CCNC(=O)CCCOc2ccc(Cl)cc2)cc1OC	6	-3	1	3	-1	4	-2	-7	0.0	4

# Quoted from above for reference:
item	structure	ARFGAP1 inh	ABHD4 inh	SMARCA2 activ	HTRA1 inhibitor	NR1D1 modulator	ASAP1 inh	NPR2 activator	rCAG RNA binder	PG9 Ab binder	NPR1 activator
7	COc1ccccc1-c1nnc2sc(-c3cc4ccccc4o3)nn12	5	1	0	-8	4	8	-4	2	-2.1	-4
8	COc1ccc(S(=O)(=O)Nc2ccc(S(=O)(=O)N(C)C)cc2)cc1[N+](=O)[O-]	1	3	-1	2	-1	3	-6	10	1.0	1
9	COc1cc(C2C(C#N)=C(N)Oc3n[nH]c(-c4ccncc4)c32)cc(OC)c1OC (stereo unspecified)	4	4	-1	-2	-3	-3	1	4	-2.3	-1
10	COc1ccc(CCNC(=O)CCCOc2ccc(Cl)cc2)cc1OC	6	-3	1	3	-1	4	-2	-7	0.0	4

# Next results.
item	structure	ARFGAP1 inh	ABHD4 inh	SMARCA2 activ	HTRA1 inhibitor	NR1D1 modulator	ASAP1 inh	NPR2 activator	rCAG RNA binder	PG9 Ab binder	NPR1 activator
11	CNC(=S)N1N=C(c2ccc(C)cc2)CC1c1ccc(Cl)cc1 (stereo unspecified)	-7	-16	-3	-42	-1	-4	-3	2	0.7	1
12	O=C(Nc1ccc(Cl)c([N+](=O)[O-])c1)c1ccncc1	-2	-7	-6	-2	1	4	-5	4	1.9	-5
13	Cc1ccc(-c2nn(-c3ccccc3)cc2C2SCC(=O)N2Cc2ccccc2)o1 (stereo unspecified)	-2	-2	1	-51	-3	14	-1	6	3.6	12
14	COc1ccc(OC)c(NC(=O)CSc2ccc(-c3cccnc3)nn2)c1	-10	8	0	3	3	4	-4	-2	-1.0	0
15	Cc1csc(Sc2nc3c(c(=O)[nH]c(=O)n3C)n2CCCc2ccccc2)n1	1	8	-1	1	-6	7	-3	-2	-1.1	0
16	Cc1ccc(S(=O)(=O)N2C[C@H]3C(=O)C[C@@H](c4cccc(Cl)c4)N(S(=O)(=O)c4ccc(C)cc4)[C@H]3C[C@H]2c2cccc(Cl)c2)cc1	1	-15	-7	-20	6	-4	5	12	-2.4	-6
17	CCOC(=O)c1cnn2c(N)c(C#N)cnc12	3	1	-3	-4	-1	6	-1	-3	0.2	3
18	CCCn1nc2cc(C(=O)NC3CCCc4ccccc43)ccc2c1OCC (stereo unspecified)	1	-2	1	-8	2	-7	0	-7	-2.5	1
19	CCOC(=O)C1(Cc2ccc(Cl)cc2)CCN(C(=O)c2ccoc2)CC1	7	-9	-4	-13	-2	12	0	-1	-1.7	-8
20	CC(C)c1ccc(NC(=O)c2ccc(NC3=NC4CS(=O)(=O)CC4S3)cc2)cc1 (stereo unspecified)	-1	-13	-1	-7	1	-8	0	9	-1.2	3
21	COc1ccc(OC(=O)N(C)C[C@@H]2OCc3cn(nn3)CCCC(=O)N([C@H](C)CO)C[C@H]2C)cc1	-10	-7	-2	.	4	-6	-4	-2	-1.8	3
22	CC(OC(=O)c1cccc(N(C)C)c1)C(=O)N1CCc2ccccc2C1 (stereo unspecified)	-2	-7	-3	-3	5	-14	0	0	-1.2	5
23	COc1ccc(C)cc1NC(=O)c1ccc(NC(=O)CC2SC(N3CCCC3)=NC2=O)cc1 (stereo unspecified)	4	6	-2	3	1	0	3	5	0.2	-2
24	C[C@]12C(=O)N(c3ccc(Cl)cc3)C(=O)N1[C@@H]1c3ccccc3OC[C@@H]1[C@H]2c1ccccc1	-15	-15	-2	-44	2	-9	6	3	0.4	-5
25	CCOC(=O)CSc1nc(C)c(CC)c(C)c1C(N)=O	9	2	-1	0	-3	-9	2	-1	-0.3	0
26	CCC(CC)NC(=O)CN1CCN(S(=O)(=O)c2ccc(Br)s2)CC1	-4	1	-2	1	-3	4	-4	-7	2.3	-1
27	N#Cc1ccccc1NC(=O)CN(Cc1ccccc1)Cc1ccccc1	2	-9	1	-19	3	-10	-7	6	0.5	-6
28	O=C(O)c1ccc(CS(=O)(=O)Cc2ccccc2F)o1	-2	5	-3	1	-2	-13	1	1	-2.0	-2
29	O=C(c1ccco1)N1CCN(C(=O)N2c3ccccc3Sc3ccccc32)CC1	5	-4	0	-7	6	0	-4	-1	0.7	-11
30	Nc1c(C(=O)N/N=C/c2cccnc2)oc2nc(-c3ccccc3)cc(-c3ccco3)c12	-6	4	-5	.	1	3	-8	6	-4.0	-10
31	CCCN1C(=O)c2ccccc2NC1c1ccc(O)c(OCC)c1 (stereo unspecified)	7	4	-1	2	-4	-1	-2	0	0.9	1
32	CCC1CCCCN1CCCNC(=O)CN1C(=O)CSc2ccc(S(=O)(=O)N3CCC(C)CC3)cc21 (stereo unspecified)	-8	0	-1	1	-2	-6	2	-1	0.0	-3
33	O=C(NC1CC1)C1CCC(=O)N1C1CCCC1 (stereo unspecified)	7	0	-1	-2	-2	6	7	0	-2.4	0
34	CN(CCc1ccccc1)C(=O)c1ccc(NC(=O)Cc2ccc(NC(=O)C3CCN(C(=O)C4CCC4)CC3)cc2)cc1	3	-3	0	-12	0	-2	1	2	-0.4	5
35	CSc1ccccc1OCc1cc(C(=O)N2CCc3sccc3C2)no1	-5	-2	-2	-10	1	-1	-2	1	0.7	-1
36	O=C1C2C3C=CC(C3)C2C(=O)N1c1n[nH]c(-c2cccnc2)n1 (stereo unspecified)	-3	0	-4	-2	-4	14	2	-1	0.9	4
37	Cc1ccc(-n2nc3c(N4CCC(C(=O)NCCc5ccco5)CC4)nnc(C)c3c2C)cc1	6	-13	-2	-1	-23	0	-4	5	1.8	-7
38	CC(=O)NC(c1ccc(F)c(F)c1)c1nc(-c2ccc(C)c(C)c2)cs1 (stereo unspecified)	3	-8	0	.	1	10	1	4	-2.0	-3
39	CC(Sc1ccccc1)C(=O)N1CCN(S(=O)(=O)c2ccccc2F)CC1 (stereo unspecified)	0	-4	4	1	4	5	-1	-1	-0.4	-1
40	CCOc1ccc(N(CC(=O)NCCCOC)S(C)(=O)=O)cc1	8	-5	1	3	-1	3	2	2	1.0	-2
41	CCOC(=O)N1CCC(NC(=O)c2cccnc2SC)CC1	9	1	0	5	-1	-12	4	1	-1.6	2
42	Oc1c(N=NC(=S)Nc2ccccc2F)c2ccccc2n1Cc1ccc(Cl)cc1	1	-2	-4	-8	-2	7	1	2	1.2	3
43	O=C(CSC1=NCCS1)Nc1nc2c(s1)CCCC2	21	-7	7.9*	-8	1	-10	2	9	-2.3	5
44	CCCN(CCC)CC(=O)N1CC(=O)Nc2ccccc21	-5	6	1	8	1	-3	3	0	0.6	2
45	C[N+](C)(C)CC(O)CC(=O)O (stereo unspecified)	-20	-5	-1	4	-2&9	-8	0	2	-0.2	5
46	C#CCN(C[C@H]1[C@H](OC(=O)NCCCCCC)[C@H](OC(=O)NCCCCCC)CN(C(=O)OC(C)C)N1C(=O)OC(C)C)S(=O)(=O)c1ccc(C)cc1	5	-7	-1	.	0	-2	12	11	-0.2	0
47	CCOc1c(OC)ccc2c3c(c(=O)oc12)CCCC3	-4	3	5	-9	2	14	-1	2	-4.5	1
48	COc1cc(/C=N/NC(=O)c2sc(N)c(C#N)c2C)ccc1O	16	8	1	-2	.	-11	.	9	-4.8	.
49	O=C(c1ccc(Cl)nc1)N1CCN(C/C=C/c2ccccc2)CC1	3	2	-1	3	-2	-6	3	-4	1.9	3
50	OC[C@@H]1CN(Cc2ccc(Cl)cc2)C[C@H](n2cnc3c(NCc4ccco4)ncnc32)O1	-6	1	-2	.	-7	3	-7	2	2.5	-2
51	Cc1cccc(NC(=S)NCCN(C2CCCCC2)C2CCCC2)c1	7	-2	3	3	3	5	0	0	1.1	-5
52	O=C(N/C(=C\c1cccnc1)C(=O)N1CCOCC1)c1cccc(Br)c1	14	-1	-1	8	0	-2	1	-3	1.7	2
53	Cc1cc(C(=O)Nc2cccnc2)on1	-4	3	-2	1	3	-5	5	1	-0.7	9
54	CN(Cc1ccccc1Cl)C(=O)c1cnccc1C(F)(F)F	5	2	3	-1	2	-18	-1	-2	-1.6	-3
55	O=C(CNC(=O)c1ccccc1)N=Nc1c(O)[nH]c2ccc(Br)cc12	2	3	1	-1	2	3	-9	1	-0.1	2
56	CCOc1ccccc1NC(=O)CSc1nnc(CNC(=O)c2c(F)cccc2Cl)o1	0	-5	-4	10	-3	-6	-4	-1	1.1	5
57	COC(=O)c1ccc(C2Nc3ccccc3NC3=C2C(=O)CC(C)(C)C3)cc1 (stereo unspecified)	0	-1	-1	-1	1	5	2	-6	-1.0	2
58	CC(=O)N(Cc1ccccc1C)c1cccc(C)c1C	9	7	-3	10	-1	21	-10	-6	0.4	-8
59	Cc1[nH]n(C(N)=S)c(=O)c1N=Nc1ccc2ccccc2c1	5	25	4	17	15	-7	-2	24	-1.8	2
60	CCCc1cc(=O)n2[nH]c(NCc3ccc(Cl)cc3Cl)nc2n1	12	-1	-2	2	-3	6	-6	1	0.1	-3

# The list goes on:
item	structure	ARFGAP1 inh	ABHD4 inh	SMARCA2 activ	HTRA1 inhibitor	NR1D1 modulator	ASAP1 inh	NPR2 activator	rCAG RNA binder	PG9 Ab binder	NPR1 activator
61	Clc1ccccc1Nc1nc(NCc2ccccc2)nc2ccsc12	16	13	-6	.	21*	3	22	8	18*	8
62	COCCNc1ncnc2c1ncn2[C@H]1CN(Cc2ccc(Cl)cc2)C[C@@H](CO)O1	16	-5	-6	.	-2	3	-5	-2	-2.2	4
63	N#CC(c1ccccc1)C1CCN(Cc2ccccc2)CC1 (stereo unspecified)	3	1	7	2	-1	-7	1	-7	-1.0	-3
64	COc1ccc2c(c1OC)C(=O)N1C2SC(C)(C)[C@H]1C(=O)NCC(C)C (stereo partly specified)	-2	-4	-2	8	2	-6	0	4	0.4	1
65	CN1CCN(CC#CC2(O)CCCCC2)CC1	-3	4	0	-1	1	-6	9	-2	-1.3	-6
